RGS4 inhibitor: blocks human RGS4-accelerated GTP hydrolysis; Transcreener GDP fluorescence polarization, RGS4-accelerated GTP hydrolysis; AID 504845; 0.039% of 390,000 active; Potency, µM (top dose mostly 114 µM), without a hit: at the top dose activity change, negative = inhibition, actives largely listed as inhibitors; P49798; further: potency means the concentration at half of the fitted maximal effect; on the % scale 0 is the no-effect control and ±100 the full control effect; nearly all actives have a fitted effect of over 75% in size; some results filed as inactive show a strong effect at the top dose
Target sequence (P49798 whole entry, looked up): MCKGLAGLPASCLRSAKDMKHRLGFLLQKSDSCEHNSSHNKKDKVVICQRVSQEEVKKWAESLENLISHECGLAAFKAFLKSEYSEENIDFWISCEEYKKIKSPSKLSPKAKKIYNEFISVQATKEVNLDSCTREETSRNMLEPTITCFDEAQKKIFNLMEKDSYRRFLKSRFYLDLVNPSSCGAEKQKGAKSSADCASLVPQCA
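MLSMR compounds (23 nl, pin-transferred) preincubated 10 min at room temperature with a 500nM (2x) first reagent, then RGS4 at 900nM (2x) plus Transcreener GDP mix added; fluorescence polarization (620/688 nm) read before and after 90 min at 30 °C.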
ERG-DNA inh: blocks human ERG Ets domain binding to DNA; P11308; fluorescence polarization, His-ERG Ets domain / labelled DNA; Potency, µM (highest dose often 76.9 µM), without a hit: at the top dose FP activity, negative = inhibition, hits mostly inhibitors; 0.028% of 370,000 active; active means well fitted inhibition curve with a large enough effect in the polarisation, with a control signal flat; inconclusive means small, poorly fitted or top-dose-only effect, or effect the other way, or a change in a side signal; inactive means no such curve, though single readings can be large or run the other way; the % refers to the polarisation;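 further: polarization taken with two DNA probes labelled with fluorescein and Texas red; potency means the concentration at half of the fitted maximal effect; % of control where 0% means no effect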
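His-tagged ERG Ets domain (1 uM in the protein solution; 300mM KCl, 50mM Tris-HCl, 1mM EDTA, 1mM DTT, pH 7.5) received compound, then a probe mix of 5 nM fluorescein-DNA and 100nM Texas-615-DNA. Fluorescence polarization was read for both dyes.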
POLH inh: DNA polymerase eta (human) inhibition | recombinant Pol eta, fluorescent DNA replication assay | AID 588591 | Potency, µM (titrated, usually from 114 µM), for the others: top-dose activity change, negative = inhibition, actives largely listed as inhibitors | Q9Y253 | 1.2% of 390,000 active; further: potency means the concentration at half of the fitted maximal effect; on the % scale 0 is the no-effect control and ±100 the full control effect
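Fluorescent replication assay: 50 nM final substrate added after a 15 min room-temperature compound preincubation with 10 nM enzyme. Signal taken at 0 min and again at 10 min.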
Anesthetic bind: binds horse apoferritin like a general anesthetic. P02791. apoferritin/1-aminoanthracene competitive binding, fluorescence. Potency, µM (series often up to 77.5 µM), inactives show top-dose activity change, negative = displacement, hits mostly inhibitors. 0.074% of 350,000 active. AID 485281; further: potency means the concentration at half of the fitted maximal effect; on the % scale 0 is the no-effect control and ±100 the full control effect; nearly all actives have a fitted effect of over 20% in size
Target sequence (P02791 2-175 limits assumed): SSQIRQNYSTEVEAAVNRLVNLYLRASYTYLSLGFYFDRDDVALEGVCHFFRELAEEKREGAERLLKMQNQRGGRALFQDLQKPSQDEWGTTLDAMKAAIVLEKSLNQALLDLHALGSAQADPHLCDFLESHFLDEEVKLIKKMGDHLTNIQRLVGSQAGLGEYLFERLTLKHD
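Steps: apoferritin (10 uM) was premixed with half-saturated 1-AMA in PBS, compounds were pin-transferred, plates stood 10 min at room temperature, fluorescence was read at 380/535 nm, and curves were fitted with a Hill equation.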
ALOX12 inh: ALOX12 (human) lipoxygenase inhibition | purified 12hLO, xylenol orange hydroperoxide absorbance | AID 1671190 | 1.1% of 580,000 active | P18054 | Potency, µM (doses to about 108 µM), for the others: at the highest dose activity change, negative = inhibition, actives largely listed as inhibitors; further: potency means the concentration at half of the fitted maximal effect; on the % scale 0 is the no-effect control and ±100 the full control effect
Target sequence (P18054 whole entry, looked up): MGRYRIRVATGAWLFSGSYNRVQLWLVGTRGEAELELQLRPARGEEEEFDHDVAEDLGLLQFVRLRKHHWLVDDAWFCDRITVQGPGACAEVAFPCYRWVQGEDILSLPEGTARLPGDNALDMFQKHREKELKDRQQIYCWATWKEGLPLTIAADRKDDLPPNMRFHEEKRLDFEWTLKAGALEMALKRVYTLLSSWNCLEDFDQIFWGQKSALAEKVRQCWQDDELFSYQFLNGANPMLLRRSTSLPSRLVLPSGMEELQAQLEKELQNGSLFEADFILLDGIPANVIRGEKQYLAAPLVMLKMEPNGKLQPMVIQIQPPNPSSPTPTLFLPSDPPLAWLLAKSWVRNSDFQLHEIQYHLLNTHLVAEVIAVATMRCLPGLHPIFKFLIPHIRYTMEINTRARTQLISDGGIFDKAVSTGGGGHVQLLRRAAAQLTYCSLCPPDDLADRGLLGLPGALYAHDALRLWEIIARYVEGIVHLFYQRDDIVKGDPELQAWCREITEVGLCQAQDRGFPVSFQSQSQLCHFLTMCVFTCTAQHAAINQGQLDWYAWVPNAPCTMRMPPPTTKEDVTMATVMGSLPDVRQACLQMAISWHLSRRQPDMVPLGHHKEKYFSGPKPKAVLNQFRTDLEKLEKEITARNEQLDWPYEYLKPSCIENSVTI
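Hydroperoxide product was detected by ferrous iron/xylenol orange as the 573 to 405 nm absorbance ratio. Arachidonic acid at 40 uM (final) was turned over for 30 min at room temperature by 150 nM human 12hLO, pH 7.0 Hepes buffer, after 15 min compound preincubation.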
APE1 inh: APE1 (human) endonuclease inhibition; P27695; recombinant APE1, TAMRA/BHQ-2 abasic DNA cleavage fluorescence; Potency, µM (series often up to 65.8 µM), for the others: at the top dose activity change, negative = inhibition, hits mostly inhibitors; 0.35% of 350,000 active; AID 2517;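 further: potency means the concentration at half of the fitted maximal effect; plate controls were vehicle for no effect and reference inhibitor for full effect; nearly all actives have a fitted effect of over 55% in size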
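Kinetic fluorescence read (525 ex/598 em nm, three reads 60 s apart) of AP-site incision; signal = third minus first read. Enzyme 0.75 nM, dual-labelled THF duplex 50 nM, compound preincubation 15 min RT.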
Pol kappa inh: inhibitors of human DNA polymerase kappa; Q9UBT6; purified Pol kappa, fluorescent DNA synthesis assay, 10 min; Potency, µM (highest dose often 107 µM), without a hit: at the top dose activity, negative = inhibition, most hits filed as inhibitors; 0.53% of 400,000 active; AID 588579; further: potency means the concentration at half of the fitted maximal effect; on the % scale 0 is the no-effect control and ±100 the full control effect
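Fluorescent qHTS in 1536-well format: enzyme (10 nM) and compound sat 15 min at room temperature before 50 nM substrate (final) was added. Signal taken at 0 and 10 min; no-enzyme buffer wells were negative controls.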
Pol beta inh: blocks human DNA polymerase beta activity | P06746 | Pol beta primer extension/strand displacement, fluorescence kinetic | Potency, µM (series often up to 114 µM), without a hit: top-dose activity change, negative = inhibition, usual class: inhibitors | 1.3% of 340,000 active | AID 485314; further: potency means the concentration at half of the fitted maximal effect; on the % scale 0 is the no-effect control and ±100 the full control effect
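Reaction started by 50 nM substrate onto compound-treated Pol beta (10 nM, 15 min preincubation, room temperature); plates read at 0 min and 10 min. Normalized concentration-effect data fitted by four-parameter Hill equation.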
LDHA inh: blocks human lactate dehydrogenase A. P00338. purified LDHA, NADH/diaphorase-resazurin fluorescence; active compounds read low. activity change, % (values are at about 110 or 230 µM). 0.15% of 480,000 active. AID 1347041; in the data active means activity change below about -30%; inconclusive means mostly about -25% to -30%;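 further: plate controls were DMSO wells for no effect and wells without enzyme for full effect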
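Remaining NADH was detected by diaphorase (0.133 mg/mL) converting 37 µM resazurin to fluorescent resorufin, read at 0 and 20 minutes. The preceding 5-minute room-temperature reaction used 2 nM LDHA, 0.2 mM sodium pyruvate and 0.06 mM NADH at pH 7.4.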
* = called active by the depositor; i = inactive; u = inconclusive; x = not tested or not shown; & = joins results of further samples; [ ] = remark or other dose. Unless noted, the call rests on the fitted dose curve; in most records, active means well fitted curve in the direction sought with a large enough effect; inconclusive means small, poorly fitted or top-dose-only effect, or another doubt; inactive means no such curve, though single readings can be large; an effect the other way counts as inactive or inconclusive. These rows are one share of the data; count on the stated rates, not on these rows.

SMILES	RGS4 inhibitor	ERG-DNA inh	POLH inh	Anesthetic bind	ALOX12 inh	APE1 inh	Pol kappa inh	Pol beta inh	LDHA inh
Cc1cc(NC(=O)CSc2nc3c(c(=O)n2-c2ccc(Br)cc2)SCC3)no1	-20.7%	x	9.6%	u	u	-5.0%	4.3%[60.1 µM]	-0.7%	-5.2
O=C(NC(=O)N1CCCc2ccccc21)c1ccccc1	9.3%	-13.1%	0.0%	-4.1%	113.5%[activator]	9.2%	-7.5%	46.5%[activator]	-5.0
COc1ccc(NC(=O)CN(c2ccc(C(C)C)cc2)S(=O)(=O)c2c(C)noc2C)cc1OC	-15.0%	1.5%	0.8%	-0.1%	0.7%	-0.9%	-2.2%	-4.6%	-1.4
C=CC[C@@H](CC(=O)N[C@@H](CO)Cc1ccccc1)C(=O)N[C@H](COC(=O)[C@@H](CC=C)CC(=O)OC(C)(C)C)Cc1ccccc1	1.1%	-13.5%	-2.4%	x	-8.1%	12.8%	1.6%	x	1.5
CCCCC(CC)CNC(=O)C1CCCN(S(=O)(=O)c2cnc[nH]2)C1 (centres undefined)	4.0%	-5.0%	0.5%	-2.0%	-4.6%	18.3%	-9.4%	9.5%	0.8
Cc1nc2sccn2c(=O)c1Br	0.5%	-22.9%	-10.0%	8.7%	3.7%	3.7%	-19.3%	-2.8%	-4.6
COCCN1C(=O)/C(=C/c2cc3c(cc2Br)OCO3)NC1=S	-49.6%	7.8%	-12.7%	-17.7%	u	-3.1%	-10.9%	u	-2.3
O=C(c1ccc2c(c1)CCN2S(=O)(=O)c1ccc(Cl)cc1)N1CCN(c2ccccc2F)CC1	-3.4%	-0.3%	-8.1%	49.3%[activator]	-13.4%	x	0.0%	-22.9%	-4.8
COc1cc2oc(-c3ccc(O)cc3)cc(=O)c2c(OC)c1O	-33.6%	-15.0%	-19.4%	9.2%	-4.9%	u	-6.0%	u	3.6
CCn1c(SCC(=O)Nc2ccccc2Br)nnc1-c1cnccn1	-21.2%[11.4 µM]	-11.1%	u	-13.9%	14.3%	2.6%	0.0%	27.3%	-2.3
Cc1ccc(S(=O)(=O)N2CCN(Cc3ccco3)CC2)c(C)c1	-35.7%	5.1%	-7.5%	-11.4%	u	-3.4%	-3.5%	-0.6%	-0.2
CCOC(=O)c1[nH]c(C)c(CCC(=O)NCc2ccccc2)c1C	-7.5%	-2.0%	-11.9%	-2.9%	-6.9%	x	1.5%[60.1 µM]	-15.5%	-3.4
Cc1ccc(CNC(=O)CS(=O)Cc2nc(-c3cccs3)oc2C)cc1 (centres undefined)	-27.3%	2.1%	3.5%	-20.8%	14.2%	0.6%	-24.5%	0.5%	-1.5
O=C(Nc1ccc(Br)cc1F)C1CCCN(S(=O)(=O)c2cnc[nH]2)C1 (centres undefined)	-5.2%	1.4%	-9.3%	-7.2%	1.3%	-6.6%	-1.7%	2.0%	-2.0
COC(=O)c1cc(C(=O)c2ccc(Cl)cc2)n2c(=O)/c(=C\N(C)C)sc12	-5.5%	-5.1%	-2.3%	-5.3%	i	-3.6%	-17.8%	-11.5%	-0.1
O=C(c1ccccc1)N1CCCC(C(=O)N2CCCCC2)C1 (centres undefined)	-12.5%	1.3%	-20.6%	1.4%	-7.0%	9.9%	12.0%	27.9%	-0.3
COc1ccc(-c2nc3ccccc3s2)cc1NC(=O)c1cc(OC)c(OC)c(OC)c1	7.8%	-10.4%	-12.0%	3.8%	-24.1%	x	-14.0%	22.7%	-2.2
C=CC[C@@H](CC(=O)NCCO)C(=O)N[C@@H](COC(=O)[C@@H](CC=C)Cc1ccc(F)cc1)Cc1ccccc1	15.7%	-3.9%	-19.7%	x	u	2.9%	-2.7%	x	-6.4
Cc1ccc(NC(=O)CN2C(=O)C3C4C=CC(C4)C3C2=O)cc1 (centres undefined)	-6.8%	-3.3%	-12.4%	-2.9%	-11.4%	-5.1%	-11.3%	-18.0%	1.0
O=C(/C=C/c1ccccc1)NCCN1CCOCC1	-0.5%	-1.6%	-11.2%	4.1%	-11.6%	-5.7%	-7.1%	0.5%	-7.2
CCOC(=O)c1nn(-c2ccccc2C)c2nc(-c3ccc(Cl)cc3)c(C#N)c(=O)n12	24.0%	-8.4%	-3.7%	-14.1%	16.7%	-4.0%	-10.9%	8.5%	-6.1
CCC1=NN(C(=O)c2ccc(Br)cc2)C(O)(c2ccc(C)cc2)C1 (centres undefined)	-19.7%	-2.4%	-18.0%	-22.3%	0.0%	-4.6%	-6.7%	0.9%	2.3
O=C(Cc1ccc(Br)cc1)NCCN1CCOCC1	9.3%	4.2%	-9.2%	-5.1%	0.0%	1.6%	-1.3%	88.9%	-13.3
CCOC(=O)COc1cccc2c(=O)n(CC(=O)NCc3ccc(F)cc3)ccc12	-19.3%	-6.4%	-9.2%	-0.6%	5.3%	0.7%	-10.3%	u	-13.7
COC(=O)c1cc(S(=O)(=O)NCC2CCN(Cc3cc(C)ccc3C)CC2)c[nH]1	-8.1%&7.1%	1.0%&-0.7%	-23.2%&-3.4%	6.4%&-4.8%	1.2%&8.7%&-19.6%	-3.7%	6.3%&-23.8%	8.8%&-8.1%	-6.4&-3.9&-9.3
CS(=O)(=O)N(Cc1ccccc1)c1ccccc1C(=O)O	-3.9%	3.0%	0.4%	-5.6%	3.4%	10.2%	-3.3%	14.3%	-8.1
Cc1ccc(CN2C(=O)C(=O)c3cc(C)ccc32)cc1	-33.5%	2.9%	-18.0%	x	-18.7%	-8.1%	4.7%	x	4.7
CCOc1ccc(NC(=O)CN(C)C(=O)CCCOc2ccc(Br)cc2)cc1OCC	1.6%	-1.3%	-4.4%	x	u	0.3%	-9.1%	x	-5.6
Cc1csc(NC(=O)CSc2nc3ccccc3c3c2CCCC3)n1	6.4%	3.3%	-22.9%	-1.6%	u	18.8%	-5.0%	32.7%	-11.9
CCC(=O)n1nc(-c2ccc(OC)cc2)nc1NCc1cccs1	16.9%	19.1%	-10.5%	-3.6%	-11.7%	1.6%	5.1%	-13.9%	-0.9
Cc1cccc(C)c1NC(=O)CS(=O)CC(=O)Nc1ccc(N2CCOCC2)cc1 (centres undefined)	4.9%	-16.5%	8.8%	-1.7%	16.7%	-0.1%	-0.9%	0.8%	-10.3
O=C(CCc1nnc(Cc2ccc(-c3ccccc3)cc2)o1)NCC1CC1	3.5%	6.2%	-11.5%	-6.9%	8.1%	-3.4%	-8.5%	34.8%[activator]	-4.8
CC(C(=O)Nc1ccncc1)(c1ccccc1)c1ccccc1	-9.8%[11.4 µM]	-3.2%	-9.3%	-10.1%	-5.3%	-4.5%	6.2%[60.1 µM]	12.9%	2.9
Cc1ccc(C)n1-c1nnc(N2CCCC(C(=O)NCc3cccc(Br)c3)C2)s1 (centres undefined)	-3.5%	-1.2%	-4.2%	-5.3%	-28.7%	x	-3.5%	-26.7%	-5.3
CCc1ccc(Nc2nnc(SCC(=O)NC(=O)CN3CCCC3=O)s2)cc1	-8.4%	7.3%	44.7µM*	x	-12.1%	13.4µM*	-42.7%	x	-1.3
O=C(COC(=O)C1CC2CCCC(C1)C2=O)Nc1ccc(F)c(Cl)c1 (centres undefined)	-23.7%	-12.8%	-21.0%	x	-7.3%	-7.7%	0.8%	x	-1.8
CC(=O)Nc1cccc(O)c1	-21.2%	0.6%	-2.7%	-1.4%	12.9%	6.3%&-1.1%&1.2%	17.1%	x	1.0
CCOC(=O)c1ccc(NC(=O)NCCc2ccccc2OC)cc1	8.7%	1.7%	-4.1%	-16.5%	-0.6%	3.1%	5.0%	-3.3%	1.8
Cc1c(-c2ccccc2)nc2ccccc2c1C(=O)NCc1cccs1	u	x	-7.7%	6.4%	u	24.6%	-2.2%	12.0%	-5.7
O=C(Nc1ccc2c(c1)OCO2)C1CCN(S(=O)(=O)Cc2ccccc2)CC1	-5.2%	6.1%	2.1%	-17.3%	-19.1%	5.5%	-1.7%	0.1%	0.1
O=C(CSc1nnc2ccccn12)NC(=O)c1ccccc1	-6.0%	-4.4%	-4.3%	x	6.4%	1.2%	-20.4%	x	-2.5
O=C(Nc1ccccc1C1CC1)c1cccs1	-4.1%	9.2%	2.3%	-11.2%	8.5%	-2.1%	-3.4%	-5.5%	-7.3
COc1ccccc1Nc1c2c(nc3ccc(NC(=O)c4ccccc4F)cc13)CCCC2	-3.9%	1.1%	-22.1%	-7.8%	-3.6%	x	-8.4%	25.0%	2.8
Cc1cc(C)nc(SCC2COc3ccccc3O2)n1 (centres undefined)	15.8%	-3.4%	-23.0%	u	0.0%	-2.3%	-19.2%	1.8%	-5.7
O=C(CNC(=O)c1cccs1)OCC(=O)c1ccc(Cl)cc1	-2.5%	-7.9%	-22.7%	u	-9.3%	-4.5%	1.2%	27.1%	-3.1
COc1ccc(CCNc2ncnc3onc(-c4ccc(Cl)cc4)c23)c(OC)c1	-9.8%	1.4%	-16.4%	6.9%	11.0%	x	0.6%	28.2%	-2.0
Cc1cccc(N2CCN(C(=O)C34CC5CC(CC(C5)C3)C4)CC2)c1C	-26.0%	2.0%	-3.3%	1.5%	-19.5%	5.2%	-1.4%	-1.4%	-1.3

Screens: PubChem, National Center for Advancing Translational Sciences (NCATS)
